Jurkat NFkB inh – lowers PMA/ionomycin-induced NF-kB signal in Jurkat cells; inhibition, % at 4 µM; 330,000 tested, 0.53% active; PMA/ionomycin-induced NF-kB luciferase reporter, luminescence; in the data active = inhibition above about 50%
CHOP UPR activ – activators of apoptotic arm of unfolded protein response (CHOP) | CHO-CHOP luciferase reporter, UPR activation, luminescence; percent of tunicamycin response over DMSO baseline | activation, % at 10 µM | 330,000 tested, 0.34% active;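 active = at 10 µM dose, activation of 40% or more, normalized to positive control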;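 note: 100% = tunicamycin at 10 µg/mL and 0% = DMSO alone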
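System: CHO-CHOP luciferase reporter cell line; amount: 500 cells/well; buffer or medium: F12 medium containing 10% fetal bovine serum; incubation: 6 h compound exposure at 37 °C after overnight seeding; measured by: luciferase luminescence after 10 min with Steady-Glo reagent; evaluation: % reporter activation, DMSO baseline versus tunicamycin full activation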
Mdm2 MdmX PPI – disrupts the human Mdm2-MdmX interaction; O15151+Q00987; SaOS-2 split-luciferase Mdm2/MdmX complementation, luminescence; inhibition, % at 8 µM; 330,000 tested, 3% active; AID 485346;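 active = inhibition of at least 50% at 8 µM in the primary screen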
697 NFkB inh – lowers PMA/ionomycin-induced NF-kB signal in 697 B cells | 697 B-cell NF-kB luciferase reporter, 16 h | inhibition, % at 4 µM | 330,000 tested, 0.33% active; in the data active = inhibition above about 35%
XBP1 UPR activ – adaptive UPR (XBP1) activation | CHO-XBP1 luciferase reporter, IRE1-XBP1 UPR activation, luminescence; percent of tunicamycin response, DMSO as zero | activation, % at 20 µM | 330,000 tested, 0.33% active | AID 463104;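 active = versus positive control, 20 µM dose yields 30% or more activation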;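 note: 100% = tunicamycin at 10 µg/mL and 0% = DMSO only wells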
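Signal: luciferase luminescence; Assay system: CHO-XBP1 luciferase reporter cells; Amount: one thousand reporter cells per well; Dosing: 20 µM single concentration, DMSO 1%; Benchmarks: high control tunicamycin 10 µg/mL final, low control DMSO vehicle only; Schedule: 6 h compound exposure at 37 °C, 5% CO2; Evaluation: percent activation relative to tunicamycin reference.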
APJ agonist – activates the human apelin receptor APJ. P35414. activation, % at 20 µM. AID 2520. 330,000 tested, 0.11% active. CHO-K1 APJ PathHunter beta-arrestin, luminescence; 0% DMSO wells, 100% apelin;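 active = activation more than six SD over the plate average, tested at 20 µM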;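 note: 0% = DMSO alone and 100% = apelin-13 at 10 nM; some results filed as inactive read as strong as hits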
Target sequence (P35414 whole entry, looked up): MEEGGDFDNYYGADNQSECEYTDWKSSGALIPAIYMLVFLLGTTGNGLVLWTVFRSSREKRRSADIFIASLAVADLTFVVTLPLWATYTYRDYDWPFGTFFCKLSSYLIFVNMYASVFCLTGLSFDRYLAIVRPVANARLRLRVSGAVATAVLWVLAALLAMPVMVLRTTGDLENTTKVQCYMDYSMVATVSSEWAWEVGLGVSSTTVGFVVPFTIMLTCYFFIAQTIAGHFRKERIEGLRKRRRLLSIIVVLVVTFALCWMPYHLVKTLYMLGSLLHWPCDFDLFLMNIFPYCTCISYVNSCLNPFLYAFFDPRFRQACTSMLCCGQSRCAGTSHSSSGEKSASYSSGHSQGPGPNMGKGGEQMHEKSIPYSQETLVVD
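Assay system – PathHunter CHO-K1 APJ (AGTRL-1) beta-arrestin reporter cells · Compound – one dose, 20 µM compound, 1% DMSO · Timing – compound 90 min 25 °C, reagent 1 h · Measured by – luminescence from split beta-galactosidase complementation, Galacton Star/Emerald II substrate · Measure – beta-arrestin recruitment to APJ as agonist activity, luminescent signal · Benchmarks – DMSO vs Apelin-13 10 nM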
tim23-1 inh – tim23-1 yeast growth inhibition; S. cerevisiae tim23-1 growth, BacTiter-Glo luminescence, 24 h; inhibition, % at 20 µM; 330,000 tested, 1.3% active; AID 463212;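 active = growth inhibition of the mutant yeast at or above 50%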;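 note: temperature-sensitive mutant grown at 25 °C; plate controls were DMSO-treated mutant yeast for no effect and medium wells lacking yeast for full effect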
APJ antagonist – blocks the human apelin receptor APJ; CHO-K1 APJ beta-arrestin complementation, luminescence; inhibition, % at 20 µM; 330,000 tested, 0.32% active; AID 2521;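 active = inhibition above about 40% at 20 µM, limit read from the data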;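 note: cells challenged with 10 nM apelin-13 agonist together with compound; plate controls were apelin-13 plus DMSO wells for no effect and DMSO wells lacking apelin-13 for full effect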
The depositor's hits bear a star.

SMILES | Jurkat NFkB inh | CHOP UPR activ | Mdm2 MdmX PPI | 697 NFkB inh | XBP1 UPR activ | APJ agonist | tim23-1 inh | APJ antagonist
CN(C)CCn1c(=S)[nH]c2ccccc2c1=O | -21 | 0.8 | 7 | -12 | -3 | 2 | 2 | 8
COc1cccc(N/C=C/c2onc(C)c2[N+](=O)[O-])c1 | -92 | 3.7 | -10 | -65 | 4 | -4 | -11 | 2
CCOc1ccccc1NC(=O)c1ccc2c(c1)C(=O)N(CC(C)C)C2=O | -4 | 0.3 | 4 | -7 | -3 | 3 | -10 | 2
O=C(c1ccc([N+](=O)[O-])o1)N1CCN(c2nc3c(F)cc(F)cc3s2)CC1 | 42 | 22 | 12 | 4 | 3 | 25 | -8 | -111
Cc1ccc(S(=O)(=O)N2CCN(C(=O)c3ccc4c(c3)OCO4)CC2)cc1 | -11 | 0.0 | 12 | -4 | 1 | 1 | 19 | 8
COc1ccc(CCn2c(-n3nc(C)cc3C)nc3c2c(=O)[nH]c(=O)n3C)cc1 | 50 | -1.5 | 42 | -18 | 16 | -1 | 26 | 0
CC(/C=N/NC(=O)c1nnn(-c2nonc2N)c1CN(C)C)=C\c1ccco1 | 7 | -1.4 | -8 | 8 | -1 | 1 | -14 | -7
O=C(COC(=O)c1ccc([N+](=O)[O-])s1)Nc1ccc(F)cc1 | -3 | 1.3 | 17 | 7 | 2 | 0 | 37 | -17
Cc1ccc(C(=O)NN2C(=O)C3C4C=CC([C@@H]3C2=O)C42CC2)cc1 (stereo not given in full) | 9 | 2.3 | -22 | 5 | -2 | -1 | 3 | 9
Nc1nc(Nc2ccc(Cl)cc2)c(NC=O)c(=O)[nH]1 | -4 | 0.3 | -20 | -36 | -3 | 4 | 3 | -6
O=C(Nc1ccc(-n2cc(Cl)cn2)cc1)c1ccncc1 | 9 | 5.6 | 12 | -1 | -2 | 6 | 1 | 0
O=[N+]([O-])c1cccc(CN2C[C@@]34C=C[C@@H](C[C@@H]3S2(=O)=O)O4)c1 | 14 | 0.4 | -11 | 22 | -1 | 2 | 14 | -45
COc1ccccc1CN1CCC(n2nccc2NC(=O)CCCc2ccccc2)CC1 | 5 | 1.4 | 19 | 17 | 3 | -3 | 12 | 15
CCOC(=O)c1c(-c2ccccc2Cl)cn2ccccc12 | -2 | 1.2 | 8 | -1 | 0 | -5 | 14 | 4
COc1ccc(CN2CCSCC2)c(OC)c1C | -8 | 0.9 | 15 | 15 | -7 | -2 | -8 | -6
Cc1onc(-c2ccccc2Cl)c1C(=O)c1ccccc1 | 11 | -0.5 | 25 | 17 | -2 | -1 | 15 | -10
O=C(COC(=O)c1ccccc1C(=O)c1ccccc1)Nc1cccc([N+](=O)[O-])c1 | -12 | -0.3 | 16 | 14 | -4 | -3 | 23 | 11
CCOC(=O)c1cccc(NC(=O)CCS(=O)(=O)c2ccc(Br)s2)c1 | -7 | -0.2 | 6 | -4 | 0 | -1 | 10 | -4
CC1/C(=N/O)CC(c2ccccc2)NC1c1ccccc1 (stereo not given) | 1 | 6.2 | -13 | -9 | -4 | -2 | -23 | -7
COc1ccc(-c2ccc(N)cn2)cn1 | -27 | 1.1 | -8 | -8 | -2 | -2 | -11 | 4
CC(=O)N(C)C1(c2nnnn2CCOC(=O)Nc2cccc3ccccc23)CCCC1 | 5 | -2.3 | 8 | 12 | 4 | -1 | 10 | 7
Cc1cc(C)nc(NS(=O)(=O)c2ccc(NC(=S)NC(=O)c3cccnc3)cc2)n1 | -28 | -1.2 | -33 | -28 | -2 | -2 | 13 | 8
CC(=O)Nc1ccc2nc(NC(=O)C(Cl)(Cl)Cl)sc2c1 | -6 | 3.3 | 3 | -12 | 0 | -2 | 12 | 6
CCOC(=O)C(NC(C)=O)(Nc1ccc(S(=O)(=O)Nc2cc(C)on2)cc1)C(F)(F)F (stereo not given) | -11 | -0.1 | 13 | -4 | -3 | -2 | 12 | 11

3 of the compounds above, with two lines to a compound:
Every second line gives: Jurkat NFkB inh	CHOP UPR activ	Mdm2 MdmX PPI	697 NFkB inh	XBP1 UPR activ	APJ agonist	tim23-1 inh	APJ antagonist
- CC1/C(=N/O)CC(c2ccccc2)NC1c1ccccc1 (stereo not given)
→ 1	6.2	-13	-9	-4	-2	-23	-7
- COc1ccccc1CN1CCC(n2nccc2NC(=O)CCCc2ccccc2)CC1
→ 5	1.4	19	17	3	-3	12	15
- CCOC(=O)C(NC(C)=O)(Nc1ccc(S(=O)(=O)Nc2cc(C)on2)cc1)C(F)(F)F (stereo not given)
→ -11	-0.1	13	-4	-3	-2	12	11

Record cards (already shown). Order of screens: Jurkat NFkB inh | CHOP UPR activ | Mdm2 MdmX PPI | 697 NFkB inh | XBP1 UPR activ | APJ agonist | tim23-1 inh | APJ antagonist
Profile of CCOc1ccccc1NC(=O)c1ccc2c(c1)C(=O)N(CC(C)C)C2=O → -4 | 0.3 | 4 | -7 | -3 | 3 | -10 | 2
Profile of O=C(COC(=O)c1ccc([N+](=O)[O-])s1)Nc1ccc(F)cc1 → -3 | 1.3 | 17 | 7 | 2 | 0 | 37 | -17
Profile of Cc1onc(-c2ccccc2Cl)c1C(=O)c1ccccc1 → 11 | -0.5 | 25 | 17 | -2 | -1 | 15 | -10

The listing continues.
SMILES | Jurkat NFkB inh | CHOP UPR activ | Mdm2 MdmX PPI | 697 NFkB inh | XBP1 UPR activ | APJ agonist | tim23-1 inh | APJ antagonist
COc1cc(CNc2ncn[nH]2)ccc1OCc1ccccc1C | -13 | 2.7 | -3 | -37 | 2 | 1 | -3 | -1
CCN1CCN(C(C(=O)NC2CCCC2)c2cc3c(cc2[N+](=O)[O-])OCO3)CC1 (stereo not given) | -12 | 2.2 | -10 | -9 | 1 | 9 | 9 | -74
CC(C)(C)c1cc[n+](-c2[nH]c(=O)sc2/C=N/NC(=O)c2ccccc2[O-])cc1 | 4 | 0.0 | 22 | -15 | -5 | -5 | 5 | 19
COc1ccc(OC)c(NC(=O)Cc2csc(NC(=O)Nc3ccccc3OC)n2)c1 | -15 | -1.9 | 26 | -3 | -4 | 9 | 8 | 4
Fc1ccc(-c2cc(-c3cccs3)cc(-c3ccccc3)n2)cc1 | 9 | 0.2 | -1 | -38 | -2 | -1 | 18 | 2
CCc1c(C(=O)NC2CCCC2)csc1C | -30 | -0.7 | 5 | -17 | 0 | 1 | 6 | 9
O=C(CCC(=O)N1CCN(c2cccc(Cl)c2)CC1)c1cccs1 | 1 | 2.7 | 2 | 17 | -1 | -7 | 8 | -4
Cc1cc2cc(CN(CCN(C)C)C(=S)NCc3ccco3)c(=O)[nH]c2cc1C | -6 | -2.3 | 45 | -4 | -4 | -3 | 14 | 14
CCOC(=O)C(NC(=O)c1ccc(F)cc1)(Nc1nnc(C)s1)C(F)(F)F (stereo not given) | 9 | -0.6 | 24 | 16 | -2 | 1 | 4 | 9
CCCNC(=O)c1ccc2c(c1)ncn2-c1cc(C)cc(C)c1 | 3 | -0.2 | 6 | 10 | -1 | 4 | 38 | -2
CCOC(=O)Cn1c(=O)oc2cc(S(=O)(=O)Nc3cccc(C)c3)ccc21 | -20 | -1.0 | 19 | -7 | -2 | 0 | -1 | -89
CCc1ccc(OCC(=O)NC(C)C)cc1 | -2 | 2.3 | -31 | 17 | 1 | -4 | 5 | 8
O=C(Nc1ccc(Oc2cccnc2)nc1)c1ccc(C(F)(F)F)cc1 | 50* | 4.6 | -3 | -42 | -2 | 9 | 13 | -25
Cc1ccc(/C(O)=C2\C(=O)C(=O)N(Cc3cccnc3)C2c2ccccc2[N+](=O)[O-])cc1 (stereo not given) | -41 | 4.4 | -25 | -70 | -1 | -2 | 1 | -15
COc1cccc(Nc2ncnc3c2cnn3C)c1 | -8 | 0.7 | 25 | 7 | 1 | -6 | -2 | 3
c1ccc2c(c1)CCCN2c1nc(N2CCOCC2)nc(N2CCOCC2)n1 | 5 | 0.5 | 26 | -10 | -2 | -1 | 4 | -6
CCNC(=O)CSc1nnc(-c2ccc(OC)cc2)n1CC(C)C | -7 | -2.8 | -1 | 2 | -1 | -4 | 8 | -5
Cc1nc(CC(C)C)cc(C(=O)N2CCCC(Nc3ccc(C)c(C)c3)C2)n1 (stereo not given) | 6 | -0.3 | 13 | 5 | -4 | -3 | 16 | 24
Cc1ccc(Nc2nnc(SCC(=O)NC3CC3)s2)cc1 | -16 | 1.9 | -22 | 12 | 2 | -1 | 8 | 2
O=C(O)CC(NC(=O)Cc1ccccc1)c1cc([N+](=O)[O-])ccc1Cl (stereo not given) | 4 | -0.1 | -18 | 13 | -3 | -3 | 2 | 3
COc1ccc(C(=O)/C=C/c2ccc(OC)c(CN3CCOCC3)c2)cc1 | -15 | 1.0 | 27 | 9 | -2 | -3 | 29 | 10
O=C(NCCc1ccc(Cl)cc1Cl)c1cccnc1 | 15 | 0.2 | 5 | 8 | -5 | 1 | -3 | 2
O=C(c1ccccc1F)N1CCN(c2ccccn2)CC1 | 1 | 3.0 | 13 | 9 | -4 | 0 | 6 | 10
COc1ccc(OC)c(NC(=O)COC(=O)Cc2ccc(-c3ccccc3)cc2)c1 | -1 | 0.7 | 8 | 4 | 1 | -4 | 20 | -2
CCN(CC1COc2ccccc2O1)C(=O)CN1C(=O)NC(C)(c2ccc(C)cc2)C1=O (stereo not given) | -1 | -1.5 | 31 | 22 | -2 | -2 | 12 | -21
O=C(COc1ccccc1)Nc1cc(C(F)(F)F)ccc1N1CCCC1 | 27 | -1.1 | 25 | -24 | -7 | -7 | 28 | 26
CN(C)N=Nc1ccc(S(N)(=O)=O)cc1 | -6 | -1.4 | 2 | 23 | -2 | -2 | 1 | 1
Fc1ccccc1N1CCN(c2nc3ccccc3n3nnnc23)CC1 | -12 | 1.9 | 35 | -20 | 0 | 1 | 20 | -14
CCc1nc2ccccc2n1Cc1ccccc1F | 10 | -0.6 | 27 | -4 | 2 | -3 | -18 | 8
COC(=O)c1ccc(=O)n(-c2ccc(OC)cc2)c1 | -9 | -1.9 | 17 | 13 | -6 | -2 | 2 | 2
COCCNC(=O)C(c1ccc(C)o1)N(C(=O)C(=O)NC1CCCCC1)c1ccc(F)cc1 (stereo not given) | -7 | 2.6 | -14 | -6 | 3 | -3 | 0 | 2
COc1ccc(C(C)(C)C)cc1NC(=O)C1CC(=O)N(C2CCCC2)C1 (stereo not given) | -4 | 1.7 | 4 | 5 | -2 | -1 | -2 | 2
O=C1NC(=S)N/C1=C\c1cccc([N+](=O)[O-])c1 | -7 | -2.5 | 10 | 8 | -3 | 3 | 11 | -20
OC(COc1ccccc1CNCc1cccnc1)CN1CCc2ccccc2C1 (stereo not given) | 1 | -1.0 | -20 | -12 | -1 | 0 | 0 | -15
Cc1c(C)c2ccc(O)c(CN3CCN(C)CC3)c2oc1=O | 6 | 2.2 | -19 | 0 | -4 | -2 | -57 | 20
CCn1c(SCC(=O)Nc2sc3c(c2C#N)CCCC3)nnc1-c1ccncc1 | -12 | 0.1 | 15 | -15 | -2 | 0 | 20 | 4
O=C(CN1CCOCC1)N/N=C/C=C/c1ccccc1 | 4 | -0.3 | -34 | 9 | 5 | -2 | -1 | -29
COC(=O)N/N=C(\C)c1cccs1 | -9 | -1.0 | -19 | -20 | -1 | -4 | 13 | 18
COc1ccc(CCN(C)C(=O)CN2C(=O)NC3(CCCCCC3)C2=O)cc1OC | -1 | 0.6 | -2 | 23 | -1 | -2 | 11 | 0
CC(C)c1ccc(NC(=S)NNc2ccc(Cl)c(C(=O)O)c2)cc1 | -23 | 1.4 | -18 | -15 | 1 | -2 | -11 | -28

Screening data as filed in PubChem.
